TEAD-YAP inh = TEAD-YAP interaction inhibition | actives 1.4% (n = 640,000) | inhibition, % at 9.12 µM | HEK-TIYL cells, TEAD-Gal4/YAP UAS-luciferase luminescence; in the data active = inhibition above about 32%;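 note: 0% = median of test compound wells and 100% = reference inhibitor wells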
MITF primary = human MITF inhibition, primary screen. O75030. AlphaScreen MITF homodimerization, bead proximity signal. inhibition, % at 2.6 µM. actives 0.91% (n = 650,000). AID 1259374; in the data active = inhibition above about 50%;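 note: 0% = vehicle wells with protein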
FBW7 activator = human FBW7 E3 ligase activation, primary screen. AID 1259310. actives 0.13% (n = 650,000). Q969H0. AlphaScreen FBW7–phospho-cyclin E peptide binding, activator screen. normalized activity (activation), % at 26.1 µM; in the data active = normalized activity above about 1.9%;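 note: purified mutant Fbw7 with reduced substrate affinity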
Target sequence (Q969H0 whole entry, looked up): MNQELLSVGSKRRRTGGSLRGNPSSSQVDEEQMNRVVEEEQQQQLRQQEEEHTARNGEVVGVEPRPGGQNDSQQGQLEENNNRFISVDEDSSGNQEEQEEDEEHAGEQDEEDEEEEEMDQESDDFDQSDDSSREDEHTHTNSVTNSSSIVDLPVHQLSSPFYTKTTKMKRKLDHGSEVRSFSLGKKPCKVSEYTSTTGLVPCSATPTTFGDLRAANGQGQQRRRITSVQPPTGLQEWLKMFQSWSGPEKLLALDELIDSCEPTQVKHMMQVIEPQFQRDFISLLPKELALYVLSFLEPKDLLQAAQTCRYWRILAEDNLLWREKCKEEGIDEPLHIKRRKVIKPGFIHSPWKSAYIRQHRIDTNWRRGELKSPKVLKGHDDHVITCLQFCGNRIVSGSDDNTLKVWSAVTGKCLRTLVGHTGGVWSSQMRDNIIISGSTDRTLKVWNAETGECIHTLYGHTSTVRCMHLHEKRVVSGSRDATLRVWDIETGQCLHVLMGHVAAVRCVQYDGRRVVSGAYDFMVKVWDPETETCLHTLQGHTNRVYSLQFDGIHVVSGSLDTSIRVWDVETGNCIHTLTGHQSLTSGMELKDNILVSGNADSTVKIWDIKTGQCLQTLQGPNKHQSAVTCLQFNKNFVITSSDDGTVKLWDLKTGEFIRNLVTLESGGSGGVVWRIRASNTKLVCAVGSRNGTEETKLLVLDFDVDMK
GPR151 activ = human GPR151 activation | PathHunter beta-arrestin GPR151 cells, luminescence | AID 1508602 | activation, % at 11.2 µM | actives 1% (n = 650,000) | Q8TDV0; in the data active = activation above about 4.9%;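 note: 0% = median of compound wells and 100% = cells with positive control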
An asterisk follows results filed as active; & = joins results of further samples.

item	mol	TEAD-YAP inh	MITF primary
1	CC(C)c1ccc(NC(=O)C2C3C=CC4(O3)C2C(=O)N(Cc2ccc(F)cc2)C4C(=O)NC2CCCCC2C)cc1 (centres undefined)	6	7
2	Cc1cc(=O)oc2c(/C=N\NC(=O)c3ccc(Br)cc3)c(O)ccc12	5	11
3	O=[N+]([O-])c1cccc(C2CC(c3ccc(Br)cc3)Nc3nnnn32)c1 (centres undefined)	-3	7
4	Cc1sc2ncnc(N3CCOCC3)c2c1-c1ccccc1	-10	-3
5	Clc1cccc(N2CCN(Cc3nnnn3CCc3ccccc3)CC2)c1	-11	1
6	CC(C)(C)c1ccc(OCC(=O)Nc2cccc(C(=O)O)c2)cc1	25	6
7	CCOC(=O)c1c(NC(=O)c2ccc(S(=O)(=O)N3CCCC3)cc2)sc2c1CCN(CC)C2	-4	3
8	CCCCCC1CCC(C(=O)O)CC1 (centres undefined)	9	3
9	CC1CCN(C(CNCC(O)COc2ccccc2)c2cccs2)CC1 (centres undefined)	-1	70*
10	Cc1ccc(/C(O)=C2/C(=O)C(=O)N(CCN(C)C)C2c2ccc(C)cc2)cc1 (centres undefined)	5	-2
11	CCOC(=O)CSc1nc2cc(C(=O)OC)ccc2c(=O)n1CCc1ccc(S(N)(=O)=O)cc1	5	-13
12	Cc1ccc(Cl)cc1NC(=O)c1cc2n(n1)C(C(F)(F)F)CC(c1ccc(Cl)cc1)N2 (centres undefined)	-2	9

item	FBW7 activator	GPR151 activ
1	0.2	-0.4
2	0.1	0.3
3	0.0	1.1
4	0.0	-1.0
5	-0.2	-0.1
6	0.4	-3.9
7	0.1	1.0
8	0.1	-1.0
9	-0.3	-0.4
10	-0.1	1.3
11	0.0	-0.2
12	-0.1	0.2

Continued.
item	mol	TEAD-YAP inh	MITF primary
13	COc1ccc(CNC(=O)c2cc3c(=O)n4cccc(C)c4nc3n2C)cc1	-1	10
14	Cc1ccc(N2C(=O)CCC2=O)c(C)c1	4	4
15	CCOc1ccccc1/C=N/NC(=O)c1cc(C)oc1C	-24	16
16	COc1cc(=O)n2c(c1C(=O)N1CCCC1)CCN(Cc1cc(C)cc(C)c1)CC2	4	-3
17	COc1ccc(S(=O)(=O)NC(CC(=O)NCCC2=CCCCC2)c2ccco2)cc1 (centres undefined)	3	1
18	CCc1ccccc1NC(=O)c1c(-c2ccccc2Cl)noc1C	16	0
19	CC(=O)c1ccc2c(c1)[C@@H]1C=CC[C@@H]1[C@H](c1cc3c(cc1Br)OCO3)N2	53*	-2&10
20	Cc1cc(Cl)c(OCCN2CCN(C)CC2)c(Br)c1	-6	55*
21	CC(C)C1C(C#N)=C(N)Nc2oc(-c3ccccc3)nc21 (centres undefined)	-3	-4
22	Cc1ccc(C2Nn3c(nnc3-c3ccccc3)SC2C(=O)N2CCOCC2)cc1 (centres undefined)	-3	-7
23	COc1ccc(C2C3=C(CCCC3=O)Nc3nc(-c4ccccc4)nn32)cc1OC (centres undefined)	-8	-10
24	COc1ccc2c(c1)CCC/C2=N/OC(=O)c1ccccc1OC	7	5

item	FBW7 activator	GPR151 activ
13	-0.1	0.1
14	0.1	-0.3
15	0.0	-1.2
16	-0.1	1.5
17	0.3	0.3
18	-0.1	0.4
19	-0.1	-0.7&2.1
20	0.0	1.8
21	-0.3	3.4
22	-0.1	-1.0
23	-0.3	-0.6
24	0.0	-0.2

Remaining list, next part
item	mol	TEAD-YAP inh	MITF primary
25	O=C(CNC(=O)C1CCCCC1)NNC(=S)NC(=O)c1cccs1	-4	12
26	CCCOC(=O)C1=C(C)NC2=C(C(=O)CC(c3ccccc3OC)C2)C1c1coc2ccccc2c1=O (centres undefined)	4	6
27	O=C(O)c1c(CNCCc2ccccc2)c2ccccc2n1Cc1ccc(F)cc1Cl	18	18
28	O=C(NCCc1ccco1)c1ncoc1-c1ccc2ccccc2c1	-25	-7
29	C=CCC1(CC=C)CCCN1C(=O)CC1C(=O)NCCN1C (centres undefined)	-15	-9
30	O=C1c2ccccc2C(=O)C1(c1cccc([N+](=O)[O-])c1)[N+](=O)[O-]	0	-7
31	CCOC(=O)C1CCCN(c2c(NCCCN3CCCCCC3)c(=O)c2=O)C1 (centres undefined)	-3	2
32	O=S(=O)(c1cccc2ccccc12)N1CCCC(c2nc(-c3cccs3)no2)C1 (centres undefined)	2	5
33	COc1ccc(C2C(C#N)=C(N)Oc3n[nH]c(-c4ccc(F)cc4)c32)cc1OC (centres undefined)	-10	3
34	Cc1ccc(C)c(NC(=O)c2ccc([N+](=O)[O-])o2)c1	-1	-2
35	Cc1ccccc1OCC(=O)Nc1ccccc1C(=O)NCC(C)C	11	-2
36	CCN(CC)CCN1CCN(c2ccc3c(c2)OCO3)C1=O	-3	-3

item	FBW7 activator	GPR151 activ
25	0.3	-0.8
26	-0.1	-1.1
27	0.1	-1.8
28	-0.2	-1.2
29	0.3	-1.8
30	0.5	0.0
31	0.0	0.6
32	0.2	0.9
33	-0.2	0.0
34	-0.5	1.1
35	0.0	-0.8
36	-0.1	-0.4

Additional entries follow:
item	mol	TEAD-YAP inh	MITF primary
37	COc1ccc(N(CC(=O)Nc2cc(Cl)ccc2OC)S(C)(=O)=O)cc1Cl	-3	-1
38	COC(=O)c1ccc(NC(=O)CSc2nc3cccnc3n2Cc2ccccc2)cc1	15	-9
39	COc1ccc(-c2nc3ccccc3c(=O)n2NC(=O)c2c(OC)cccc2OC)cc1OC	5	4
40	O=C(O)C1c2ccccc2C(=O)N(C2CCCCC2)C1c1ccccc1 (centres undefined)	4	-4
41	Cc1ccc(OCCNC(=O)c2ccccc2O)cc1	-15	-2
42	CC(C)CCNC(=O)NC(=O)Cn1ncc(Cl)c(Cl)c1=O	-3	13
43	CN(C)C(=O)CN1C(=O)NC(C)(c2ccc(Cl)cc2)C1=O (centres undefined)	-5	11
44	CC(C)(C)c1cc(NC(=O)CSc2nnc(N)s2)n(-c2ccccc2)n1	4	9
45	COc1cc(/C=C2\N=C(c3ccc(Cl)c(Cl)c3)OC2=O)ccc1OC(C)=O	-4	1
46	C#CCn1c(=N)sc2cc(C)ccc21	8	-16
47	CC1=C(C(=O)OC(C)C)C(c2cn(-c3ccccc3)nc2-c2ccc(F)cc2)NC(=O)N1 (centres undefined)	-66	13
48	O=C(CSc1ccccc1)Nc1nc(-c2ccc3c(c2)OCO3)cs1	-19	16

item	FBW7 activator	GPR151 activ
37	-0.2	-1.2
38	0.1	0.1
39	0.1	1.5
40	0.4	-0.5
41	0.1	0.0
42	0.3	-2.7
43	0.1	0.3
44	0.4	-0.8
45	0.0	-0.3
46	0.0	-1.2
47	-0.1	-2.1
48	0.0	0.8

Further compounds:
item	mol	TEAD-YAP inh	MITF primary
49	Cc1cc(N2CCCC(C(=O)Nc3ccc4c(c3)CCC4)C2)n2ncnc2n1 (centres undefined)	3	-4
50	Cn1nc(I)cc1C(=O)Oc1cccc(C2NC(C(=O)O)CS2)c1 (centres undefined)	7	1
51	N#Cc1ccc(-c2ccc(OC(=O)c3ccncc3)cc2)cc1	-21	-7
52	COc1ccc(/C=C(\NC(=O)c2ccc(C)cc2)C(=O)NCC2CCCO2)cc1 (centres undefined)	-3	-10
53	COc1cccc(C2c3c(oc4ccccc4c3=O)C(=O)N2CCN2CCOCC2)c1 (centres undefined)	-6	-3
54	COc1ccc(C2=N/C(=C\c3cccc(OC(C)=O)c3)C(=O)O2)c(Br)c1	-4	-4
55	Cc1cccc(C(=O)OC/C(O)=C(\C#N)c2nc3ccccc3[nH]2)c1O	-6	23
56	Nc1ccccc1Sc1ncnc2sc3c(c12)CCCC3	6	2
57	CCOC(=O)c1ccccc1NC(=O)Cn1cnc2c(cnn2-c2ccc(F)cc2)c1=O	14	2
58	Cc1ccccc1Cn1cnc2c(cnn2C)c1=O	-8	13
59	CCOC(=O)C1=C(C)N=c2s/c(=C\c3ccc(OCc4ccc(Cl)cc4)c(OCC)c3)c(=O)n2C1c1ccc(N(C)C)cc1 (centres undefined)	-6	-17
60	Cc1cccc(Cc2cnc(N3C(=N)SCC3=O)s2)c1	13	-5

item	FBW7 activator	GPR151 activ
49	-0.1	-0.5
50	-0.1	1.6
51	0.1	1.1
52	-0.1	-0.7
53	-0.3	0.5
54	0.1	-0.5
55	0.0	1.0
56	0.0	0.1
57	0.2	1.7
58	0.8	-0.4
59	-0.2	0.6
60	-0.3	-1.3

(more compounds)
item	mol	TEAD-YAP inh	MITF primary
61	O=[N+]([O-])c1c(Nc2ccccc2C(F)(F)F)ccc2nonc12	4	13
62	CCCN(CC1CC1)S(=O)(=O)c1ccc(-n2cnnn2)c(C)c1	-3	5
63	O=C(CNC(=O)c1ccccc1)N/N=C/c1ccc(O)cc1O	-9	3
64	CCOc1ccc(NC(=O)CCn2nc(C)c(C)c2C)cc1	13	13
65	COC(=O)Cn1c(C)nc([N+](=O)[O-])c1Br	-2	0
66	COc1cc(C=O)ccc1OCC(=O)Nc1ccc(C#N)cc1	5	15
67	Cc1oc(-c2ccccc2)nc1CS(=O)CC(=O)O (centres undefined)	-6	-2
68	O=C1c2cccc3cc([N+](=O)[O-])cc(c23)C(=O)N1c1ccc(I)cc1	1	-17
69	C=CCn1c(SCc2ccccc2)nc2sc3c(c2c1=O)CCCC3	4	2
70	Cc1ccnc(N2CCC(C(=O)Nc3cccc(Cl)c3C)CC2)n1	6	1
71	COc1cccc2c1OCCCN(C(=O)CCC1(Cc3ccsc3)CCC(=O)N1)C2 (centres undefined)	-2	-1
72	O=C(CCCn1c(SCc2ccc(Cl)cc2)nc2ccccc2c1=O)NCc1ccco1	8	9

item	FBW7 activator	GPR151 activ
61	0.0	-0.8
62	-0.1	-0.2
63	-0.8	-1.4
64	0.1	-1.7
65	-0.1	-0.2
66	0.0	1.9
67	-0.1	-0.2
68	-0.4	-0.6
69	-0.1	-0.7
70	0.1	0.5
71	0.0	2.5
72	0.0	0.3

Continued:
item	mol	TEAD-YAP inh	MITF primary
73	O=C(CCc1nnc(C2(c3ccc(Cl)cc3)CCC2)o1)NCC1(O)CCCCC1	-26	6
74	O=C1N[C@@H](Cc2cnc[nH]2)C(=O)N2CCN(C(=O)Oc3ccc(Cl)cc3)C[C@H]12	-7	-4
75	CCN1CCN(C(c2ccc(OC)c(OC)c2)c2nnnn2Cc2ccc(F)cc2)CC1 (centres undefined)	12	6
76	Cc1cnc(CN(C)C(=O)CC2C(=O)NCCN2CCCc2ccccc2)[nH]1 (centres undefined)	-16	-5
77	O=C(Nc1c(C(=O)Nc2cccc(Cl)c2)cnn1-c1ccccc1)c1ccc(Br)cc1	1	11
78	COc1ccc(NC(=O)c2cc(S(=O)(=O)N3CCCC(C(=O)O)C3)ccc2F)cc1 (centres undefined)	1	-8
79	COC(=O)c1c(N)n(-c2ccccc2OC)c2nc3ccccc3nc12	1	14
80	O=S(=O)(c1ccc(F)cc1)c1nc(-c2ccco2)oc1NCCCn1ccnc1	2	0
81	COc1ccc(-c2nnc(-c3ccc(F)cc3)o2)cc1	-63	8
82	Cc1cc(O)ccc1Nc1nc(-c2cccs2)cs1	-21	4
83	C=CCNc1ccc(N2C(=O)CCCC2=O)cc1[N+](=O)[O-]	-4	6
84	N#C/C(=C/c1ccc2c(c1)OCO2)c1nc(-c2cccc(Br)c2)cs1	-3	8

item	FBW7 activator	GPR151 activ
73	-0.1	-0.7
74	-0.3	0.4
75	-0.1	0.0
76	0.0	-0.7
77	0.1	0.6
78	-0.2	3.7
79	0.1	-0.6
80	-0.1	0.0
81	-0.1	1.6
82	-0.5	2.3
83	-0.1	0.5
84	0.3	-0.2

Whole records as entered above:
Profile of O=S(=O)(c1ccc(F)cc1)c1nc(-c2ccco2)oc1NCCCn1ccnc1 : TEAD-YAP inh = 2; MITF primary = 0; FBW7 activator = -0.1; GPR151 activ = 0.0
Profile of N#C/C(=C/c1ccc2c(c1)OCO2)c1nc(-c2cccc(Br)c2)cs1 : TEAD-YAP inh = -3; MITF primary = 8; FBW7 activator = 0.3; GPR151 activ = -0.2

Next compounds
item	mol	TEAD-YAP inh	MITF primary
85	O=C1c2oc3ccc(Br)cc3c(=O)c2C(c2cccnc2)N1Cc1ccccc1 (centres undefined)	1	13
86	Cc1ccc(NC(=O)C2C3C=CC(O3)C2C(=O)O)c(C)c1 (centres undefined)	0	-1
87	COC(=O)c1ccc2nc(-c3ccc(C)cc3)c(-c3ccc(C)cc3)nc2c1	2	-7
88	COc1cccc(NC(=O)c2sc3ncn(CC(=O)Nc4ccccc4OC)c(=O)c3c2C)c1	10	3
89	CN(Cc1ccon1)C1CCN(c2ccc(C(=O)NCc3cccnc3)cc2)CC1	20	15
90	NC(=O)N/N=C/c1ccccc1OC(=O)c1ccccc1Br	-9	9
91	Cc1nc(NC2CCCC2)c2c(C)c(C)sc2n1	3	9
92	O=C1c2cccc3cccc(c23)C(=O)N1c1ccc(F)c([N+](=O)[O-])c1	-3	1
93	Cc1cc(C)cc(NC(=O)c2cn(C)nc2C(F)(F)F)c1	10	9

item	FBW7 activator	GPR151 activ
85	0.7	0.1
86	-0.2	-0.2
87	-0.1	-1.1
88	0.0	0.5
89	-0.2	0.6
90	0.0	-0.2
91	0.8	1.0
92	0.1	-0.1
93	0.2	0.5

Random excerpt: two records from the list
item	mol	TEAD-YAP inh	MITF primary
88	COc1cccc(NC(=O)c2sc3ncn(CC(=O)Nc4ccccc4OC)c(=O)c3c2C)c1	10	3
39	COc1ccc(-c2nc3ccccc3c(=O)n2NC(=O)c2c(OC)cccc2OC)cc1OC	5	4

item	FBW7 activator	GPR151 activ
88	0.0	0.5
39	0.1	1.5
